All columns: NCI-60 one-dose screen, growth in % after 48 h at 10 µM unless noted; 100 = growth as untreated, 0 = no growth, -100 = all killed.
UO-31 – UO-31 renal cancer | hit rate 5.2% among 81,000
SW-620 – SW-620 colon cancer; hit rate 5.2% among 82,000; AID 1794795
HCT-15 – HCT-15 colon cancer; hit rate 5.2% among 82,000; AID 1794746
TK-10 – TK-10 renal cancer cells; hit rate 3.9% among 81,000; AID 1794769
786-0 – 786-0 renal cancer cells. hit rate 5.1% among 81,000
SN12C – SN12C renal cancer cells; hit rate 3.8% among 81,000
HT29 – HT29 colon cancer; hit rate 7.4% among 81,000; AID 1794748
HCT-116 – HCT-116 colon cancer. hit rate 7.3% among 82,000. AID 1794798
HCC-2998 – HCC-2998 colon cancer; hit rate 4.7% among 79,000
* = called active by the depositor; · = not tested or not shown; [ ] = dose if it differs, or a comment. Rule for the calls: active = growth percent below 10; inactive = the rest.

[1] COc1ccc2oc(=O)cc(Cn3c4ccc(Cl)cc4c4ccc([C@@H](C)C(=O)O)cc43)c2c1
[2] NC(=O)CCCCC(N)=O
[3] CC(=O)Nc1ccc(S(=O)(=O)CC(=O)CS(=O)(=O)c2ccc(NC(C)=O)cc2)cc1
[4] O=C1CC(c2ccc(Cl)cc2)Nc2ccccc21 (stereo not given)
[5] Oc1cc2c(cc1Nc1ncnc3c1oc1ccccc13)CCCC2
[6] O=C(CN(c1ccc(F)cc1)S(=O)(=O)c1ccc(Cl)cc1)Nc1ccc(S(=O)(=O)Nc2ccccn2)cc1
[7] Nc1ccc2c(c1)c(N)nn2C(=O)Nc1ccc(Cc2ccccc2)cc1
[8] N#Cc1c(-c2ccc(Cl)cc2)nc(N=Nc2c(O)[nH]c3ccccc23)nc1N1CCOCC1

Compound | 1 | 2 | 3 | 4 | 5 | 6 | 7 | 8
UO-31 | 80 | 82 | 92 | 84 | 64[50 µM] | 68 | 39 | 93
SW-620 | 109 | 108 | 107 | 85 | 83[50 µM] | 104 | 93 | 90
HCT-15 | 79 | 109 | 92 | 91 | 81[50 µM] | 105 | 44 | 103
TK-10 | 92 | 102 | 98 | 86 | 107[50 µM] | 91 | 88 | 110
786-0 | 88 | 106 | 102 | 94 | 87[50 µM] | 95 | 84 | 98
SN12C | 94 | 97 | 98 | 91 | 92[50 µM] | 100 | 61 | 106
HT29 | 94 | 103 | 106 | 55 | 97[50 µM] | 71 | 77 | 109
HCT-116 | 104 | 102 | 103 | 97 | 88[50 µM] | 92 | 52 | 89
HCC-2998 | 102 | 106 | 110 | 89 | 81[50 µM] | 111 | 37 | 106

An excerpt from above, limited to HCC-2998.
| # | molecule | HCC-2998 |
| --- | --- | --- |
| 2 | NC(=O)CCCCC(N)=O | 106 |
| 3 | CC(=O)Nc1ccc(S(=O)(=O)CC(=O)CS(=O)(=O)c2ccc(NC(C)=O)cc2)cc1 | 110 |
| 4 | O=C1CC(c2ccc(Cl)cc2)Nc2ccccc21 (stereo not given) | 89 |
| 5 | Oc1cc2c(cc1Nc1ncnc3c1oc1ccccc13)CCCC2 | 81[50 µM] |
| 6 | O=C(CN(c1ccc(F)cc1)S(=O)(=O)c1ccc(Cl)cc1)Nc1ccc(S(=O)(=O)Nc2ccccn2)cc1 | 111 |

New compounds follow.
[9] COc1cccc(/C=C/C(=O)/C=C(/C=C/c2cccc(OC)c2OC)OB(F)F)c1OC
[10] Cc1cc(C2C(=O)NC(=O)C2=O)c(C)cc1Br (stereo not given)
[11] Cc1nc2ccccc2n2c(-c3cccc([N+](=O)[O-])c3)nnc12
[12] Cc1ccc(-n2cc3c(-c4cc5c(ccc6ccccc65)oc4=O)nnc(-c4cc5ccccc5o4)c3n2)cc1
[13] CCCCn1c(=O)[nH]c(N)c(C(c2ccccc2F)c2c(N)[nH]c(=O)n(CCCC)c2=O)c1=O
[14] CC(C(N)=O)N1CCN(c2cccc(Cl)c2)CC1 (stereo not given)
[15] CCc1cc(C)cc(C(C)(C)C)c1
[16] CC(=O)[C@H]1CC[C@]2(C)[C@@H]1CC[C@@H]1[C@@]3(C)CC(CCC#N)(CCC#N)C(=O)C(C)(C)[C@@H]3CC[C@]12C

Compound | 9 | 10 | 11 | 12 | 13 | 14 | 15 | 16
UO-31 | 38 | 85 | 82 | 46 | 103 | 78 | 90 | 82
SW-620 | 16 | 107 | 100 | 74 | 100 | 107 | 106 | 89
HCT-15 | 29 | 104 | 103 | 65 | 107 | 115 | 105 | 100
TK-10 | 68 | 104 | 127 | 153 | 75 | 99 | 101 | 104
786-0 | 45 | 108 | 96 | 89 | 77 | 97 | 102 | 101
SN12C | 43 | 102 | 95 | 83 | · | 90 | 100 | 92
HT29 | 49 | 95 | 94 | 82 | 81 | 110 | 88 | 99
HCT-116 | 8.4* | 106 | 96 | 46 | 80 | 96 | 101 | 96
HCC-2998 | 121 | 102 | 113 | 92 | 94 | 98 | 98 | 100

[17] COc1ccc(-c2ccc(-c3ccc(C(=N)N)nc3)s2)cc1
[18] CCCCc1ccc(C(Cl)(c2ccccc2)c2ccccc2)cc1
[19] Cc1ccc(-c2cc(-c3ccncc3)[nH]c(=O)c2C#N)s1
[20] O=C(Nc1nc(-c2c[nH]c3ccccc23)cs1)c1n[nH]c(=O)c2ccccc12
[21] CCN1CCN(C(=O)NC(C(=O)N[C@@H]2C(=O)N3[C@@H]2SC(C)(C)[C@@H]3C(=O)O)c2ccccc2)C(=O)C1=O (stereo not given in full)
[22] CC/C=C\C=C/C(=O)N/C=C/CC1Cc2cccc(O)c2C(=O)O1 (stereo not given)
[23] CC[N+](CC)(CC)CCOCc1cccc2ccccc12
[24] O=C1/C(=C/c2ccc([N+](=O)[O-])s2)Oc2ccc(Br)cc21

Compound | 17 | 18 | 19 | 20 | 21 | 22 | 23 | 24
UO-31 | -97* | 103 | 85 | 57 | · | · | 90 | -87*
SW-620 | -66* | 128 | 98 | 50 | 109 | 27 | 105 | -63*
HCT-15 | -77* | 95 | 102 | 30 | 99 | 80 | 103 | -3.3*
TK-10 | -66* | 103 | 105 | 89 | 101 | 109 | · | -25*
786-0 | -84* | 102 | 97 | 68 | 98 | 82 | 98 | -13*
SN12C | -79* | · | 98 | 74 | 97 | 101 | 103 | -32*
HT29 | -43* | 90 | 108 | 31 | 99 | 44 | 92 | ·
HCT-116 | -60* | 96 | 99 | 37 | 104 | 34 | 91 | -72*
HCC-2998 | -45* | 96 | 108 | 91 | 109 | · | 98 | -80*

[25] COC(=O)CCCCCC1CCCCC1
[26] CCC1=C(c2ccc(OC)cc2)C(C)(C)Oc2c1ccc(O)c2CN1CCCC1
[27] C=C1C(=O)O[C@H]2[C@H]1CC/C(C(=O)NCCCCCCCCNC(=O)/C1=C/CC[C@@]3(C)O[C@H]3[C@H]3OC(=O)C(=C)[C@@H]3CC1)=C\CC[C@@]1(C)O[C@@H]21
[28] Cc1cc(C)c2cc3cccc[n+]3cc2c1
[29] Clc1ccc(/C=C/c2nn3c(-c4cccnc4)nnc3s2)cc1
[30] CC1=CC(C)=Nc2ccccc2N1
[31] Cc1ccc(Cc2cnc(NC(=O)c3ccc(/C=C4\SC(=S)N(C)C4=O)cc3)s2)cc1
[32] COc1ccc(-c2nn(C(=O)NCCN3CC(C)OC(C)C3)cc2-c2ccncc2)cc1Cl (stereo not given)

Compound | 25 | 26 | 27 | 28 | 29 | 30 | 31 | 32
UO-31 | 78 | 31 | 81 | 89 | 79 | 89 | 38 | 59
SW-620 | 109 | 3.5* | 14 | 100 | 98 | 104 | 36 | 108
HCT-15 | 116 | 8.1* | 107 | 108 | 97 | 107 | 19 | 93
TK-10 | 95 | 57 | 64 | 115 | 68 | 105 | 61 | 62
786-0 | 96 | 34 | 85 | 110 | 87 | 100 | 38 | 93
SN12C | 94 | 52 | 76 | 96 | 106 | 99 | 31 | 92
HT29 | 96 | 50 | 83 | 105 | 95 | 108 | 24 | 73
HCT-116 | 97 | -21* | 30 | 107 | 105 | 93 | 23 | 96
HCC-2998 | · | -90* | 97 | 109 | 101 | 107 | 41 | 113

[33] Cc1ccc2c(c1)c(-c1nc(-c3c[nH]c4ncccc34)cs1)cn2C
[34] C=C(C)C(=O)OCC(CC)(COC(=O)C(=C)C)COC(=O)C(=C)C
[35] Cc1ccc2c(c1)C(=O)N(Cc1ccc(S(N)(=O)=O)cc1)C2=O
[36] Nc1ccc(C2=NNC(=O)Cc3cc4c(cc32)OCCO4)cc1Cl
[37] Cn1ccc2c3c(ccc21)C1c2ccccc2C3c2ccccc21
[38] COc1nccc2c(-c3cccc(F)c3)nc(N)nc12
[39] [O-][n+]1ccccc1C(O)CSc1ccccc1 (stereo not given)
[40] CCCCCCCCCCCC(=O)OC(C)C(=O)NCCCC (stereo not given)

Compound | 33 | 34 | 35 | 36 | 37 | 38 | 39 | 40
UO-31 | 86 | 75 | 68 | 61 | 60 | 109 | 79 | 94
SW-620 | 112 | 100 | 106 | 19 | 99 | 112 | 104 | 99
HCT-15 | 86 | 98 | 109 | 29 | 109 | 95 | 102 | 106
TK-10 | 82 | 110 | 91 | 72 | 96 | 101 | 107 | 91
786-0 | 83 | 103 | 112 | 54 | 112 | 100 | 93 | 101
SN12C | 91 | 96 | 104 | 61 | 97 | 115 | 101 | 102
HT29 | 69 | 100 | 102 | 9.1* | 84 | 96 | 101 | 101
HCT-116 | 85 | 93 | 109 | 20 | 72 | 104 | 92 | 94
HCC-2998 | 80 | 112 | 100 | 62 | 98 | · | 106 | 80

[41] Cc1ccc(CSc2nc(-c3ccc(F)cc3)c(C#N)c(N3CCOCC3)n2)cc1
[42] COc1ccc(C(=O)/C=C/c2ccc3c(c2)OC(F)(F)O3)cc1S(N)(=O)=O
[43] Cc1cc(C)c(CCl)c(C)c1CCl
[44] CC[C@]1(C#N)C(=O)C[C@H]2[C@H]1N(C(c1ccccc1)c1ccccc1)C(=O)C(=O)N2c1cccc(C2(C)OCC(C)(C)CO2)c1
[45] NC(=S)NN=C1CCCCCCCCCC1
[46] CN(C)c1ccc(C=Nc2n[nH]c(Nc3ccccc3)c2C#N)cc1
[47] COc1ccc(-c2cc(-c3nnc(SC/C(=N\O)c4ccccc4)n3-c3ccccc3)c3ccccc3n2)cc1
[48] Nc1ccc(-c2nn3c(CCC(=O)c4nc5ncccc5[nH]4)nnc3s2)c(O)c1

Compound | 41 | 42 | 43 | 44 | 45 | 46 | 47 | 48
UO-31 | 90 | 84 | 93 | 85 | 49 | 84 | 75 | 69
SW-620 | 110 | 123 | 106 | 98 | 92 | 103 | 102 | 90
HCT-15 | 101 | 106 | 97 | 97 | 68 | 104 | 107 | 96
TK-10 | 90 | 96 | 93 | 81 | 114 | 120 | 123 | 144
786-0 | 44 | 107 | 103 | 93 | 101 | 101 | 113 | 99
SN12C | 91 | 125 | 103 | 102 | 91 | 99 | 105 | 88
HT29 | 90 | 118 | 103 | 118 | 100 | 130 | 100 | 103
HCT-116 | 80 | 106 | 99 | 98 | 87 | 105 | · | 87
HCC-2998 | 98 | 120 | 102 | 113 | 90 | 117 | 103 | 69

Four compounds out of the list, sorted by count of non-hydrogen atoms, ascending.
[45] NC(=S)NN=C1CCCCCCCCCC1
[46] CN(C)c1ccc(C=Nc2n[nH]c(Nc3ccccc3)c2C#N)cc1
[42] COc1ccc(C(=O)/C=C/c2ccc3c(c2)OC(F)(F)O3)cc1S(N)(=O)=O
[41] Cc1ccc(CSc2nc(-c3ccc(F)cc3)c(C#N)c(N3CCOCC3)n2)cc1

Compound | 45 | 46 | 42 | 41
UO-31 | 49 | 84 | 84 | 90
SW-620 | 92 | 103 | 123 | 110
HCT-15 | 68 | 104 | 106 | 101
TK-10 | 114 | 120 | 96 | 90
786-0 | 101 | 101 | 107 | 44
SN12C | 91 | 99 | 125 | 91
HT29 | 100 | 130 | 118 | 90
HCT-116 | 87 | 105 | 106 | 80
HCC-2998 | 90 | 117 | 120 | 98

The list continues:
[49] CCCCN1CCN(c2ccc3nc(-c4ccc5nc(-c6ccc(OC)c(OC)c6)[nH]c5c4)[nH]c3c2)CC1
[50] COc1cc(-c2nc(SC(C)C)nc(Nc3ccccc3Cl)c2C#N)cc(OC)c1OC
[51] COc1c2c(cc3c1c(=O)c1ccccc1n3C)OCO2
[52] Nc1ccccc1-c1ccc(Cl)cc1
[53] C=CCOC(=O)[C@@H]1CCCN1CC=C
[54] Cc1[nH]c2ncnc(Nc3ccc(C(=O)Nc4cccc(Cl)c4)cc3)c2c1C
[55] Cc1ccc2nc(NC(=O)CSc3nc(-c4ccccc4)c(C#N)c(C(C#N)C#N)n3)sc2c1
[56] Cc1noc(NS(=O)(=O)c2ccc(NC(=S)/N=C/C(C(=O)c3ccccc3)=C(\O)c3ccccc3)cc2)c1C
[57] CCCCCCCCCCCCCCCC(=O)Nc1ccn(C=C=CCO)c(=O)n1
[58] CS(C)(C)/C(Nc1ccccc1)=C(\C#N)C(=O)N/N=C/c1ccccc1

Compound | 49 | 50 | 51 | 52 | 53 | 54 | 55 | 56 | 57 | 58
UO-31 | 51 | 80 | 102 | 54 | 93 | 101 | 76 | 90 | 75 | 83
SW-620 | -51* | 111 | 103 | 86 | 103 | 101 | 105 | 107 | 103 | 105
HCT-15 | 46 | 98 | 92 | 66 | 99 | 102 | 104 | 112 | 101 | 102
TK-10 | 15 | · | 96 | 84 | 98 | 108 | 116 | 101 | 104 | 99
786-0 | -86* | 110 | 99 | 72 | 99 | 104 | 107 | 94 | 106 | 98
SN12C | 7.7* | 98 | 88 | 82 | 102 | 104 | 98 | 95 | 87 | 101
HT29 | 5.9* | 96 | 87 | 91 | 105 | 101 | 104 | 94 | 96 | 93
HCT-116 | -80* | 98 | 102 | 52 | 111 | 95 | 99 | 102 | 92 | 88
HCC-2998 | -70* | 117 | 99 | 77 | 107 | 102 | 115 | 98 | 81 | 99

High-throughput results: PubChem BioAssay, NCI
